Assay outcomes from PubChem.
BRCA1 expr up = qHTS Assay to Identify Small Molecule Activators of BRCA1 Expression. MCF7-BRCA1-FFLuc reporter, luminescence, 48 h; response scale: scaled: vehicle 0%, 10 µM genistein 100%. Potency, µM (doses to about 46.1 µM), inactives show top-dose activation, hits mostly activators. 380,000 compounds, 1.1% hits. AID 624202, 2012; also: nearly all actives have a fitted effect of over 80% in size; some results filed as inactive show a strong effect at the top dose
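48 h compound treatment of MCF7-BRCA1-FFLuc cells (phenol-red free MEM, 37 °C), then 15 min with luciferase substrate and luminescence imaging.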
FLuc modulator = qHTS profiling assay for firefly luciferase inhibitor/activator using purifed enzyme and Km concentrations of substrates (counterscreen for miR-21 project); AID 588342, 2011; Luciferin 4-monooxygenase (Photinus pyralis), P08659; purified FLuc, Km substrates, luminescence inhibition; Potency, µM (top dose mostly 57.5 µM), without a hit: at the top dose activity change, negative = inhibition, actives largely listed as inhibitors; 360,000 compounds, 6.9% hits;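 also: plate controls were vehicle for no effect and reference inhibitor for full effect; nearly all actives have a fitted effect of over 55% in size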
Target sequence (P08659 whole entry, looked up): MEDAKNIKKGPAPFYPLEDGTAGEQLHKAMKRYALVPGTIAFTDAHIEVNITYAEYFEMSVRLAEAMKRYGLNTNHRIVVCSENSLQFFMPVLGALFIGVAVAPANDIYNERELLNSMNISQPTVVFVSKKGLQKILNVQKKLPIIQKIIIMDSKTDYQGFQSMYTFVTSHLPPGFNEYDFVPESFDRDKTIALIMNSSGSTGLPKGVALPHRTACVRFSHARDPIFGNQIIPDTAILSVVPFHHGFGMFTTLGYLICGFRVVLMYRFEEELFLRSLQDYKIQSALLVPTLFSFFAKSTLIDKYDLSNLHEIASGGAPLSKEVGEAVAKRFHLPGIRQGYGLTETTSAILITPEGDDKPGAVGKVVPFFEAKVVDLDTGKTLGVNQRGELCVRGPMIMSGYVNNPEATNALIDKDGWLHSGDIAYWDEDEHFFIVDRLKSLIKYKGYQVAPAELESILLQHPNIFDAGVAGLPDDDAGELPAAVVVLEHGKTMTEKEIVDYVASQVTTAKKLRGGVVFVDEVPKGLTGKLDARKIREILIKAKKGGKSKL
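Purified P. pyralis luciferase (10nM final) with 10uM D-luciferin and 10uM ATP (Km levels) in 50mM Tris acetate pH 7.5, 10mM Mg acetate, 0.01% Tween-20, 0.05% BSA; qHTS 6-point titration, ~60 µM downward; luminescence read.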
Active calls of the source: *; ? = inconclusive. Calls follow the shape of the dose curve; as a rule, active = well fitted curve in the direction sought with a large enough effect; inconclusive = small, poorly fitted or top-dose-only effect, or another doubt; inactive = no such curve, though single readings can be large; an effect the other way counts as inactive or inconclusive. Potency is read from the fitted curve at half-maximal effect.

SMILES	BRCA1 expr up	FLuc modulator
CCn1cc2nc(SCC(=O)Nc3ccc(OC)cc3OC)n(Cc3ccc(Cl)cc3)c(=O)c2n1	-24%	-2%
Cc1ccc(CNC(=O)CCN2C(=O)C(C)Oc3ccc(C)cc32)cc1 (configuration not stated)	-6%	-7%
Cc1ccc(Nc2c(-c3ccsc3)nc3c(C)cccn23)cc1	-2%	?
COc1ccc(C(=O)c2cn(CC(=O)Nc3ccc4c(c3)OCCO4)c3ccc(OC)cc3c2=O)cc1	6%	-16%
O=C(COc1ccc(F)cc1)Nc1ccc(OCc2cc(=O)n3ccsc3n2)cc1	10%	-4%
CCn1nc(C)c(CCN(C)C(=O)Nc2cc(Cl)c(OC)cc2OC)c1C	3%	-1%
Cc1ccc(C)c(CN2C(=O)C3(c4ccccc42)N(c2cccc(C(F)(F)F)c2)C(=O)CS3(=O)=O)c1 (configuration not stated)	-10%	2%
Cc1ccc2c(c1)-c1c(cnn1CC(=O)N1CCN(c3cccc(C(F)(F)F)c3)CC1)CO2	13%	-9%
Cc1ccc2nc(NC(=O)COc3ccc(F)cc3)sc2c1	26%	2%
COCCn1c(SCC(=O)c2cc(C)ccc2C)nc2cc(C(=O)NC3CCCC3)ccc2c1=O	8%	-5%
CCN(CC)S(=O)(=O)c1ccc2c(c1)c(=O)c(C(=O)N1CCN(c3ccc(F)cc3)CC1)cn2C	11%	-8%
CCOC(=O)c1c(NC(=O)CSc2cn(CCNC(=O)c3ccc(OC)c(OC)c3)c3ccccc23)sc2c1CCCC2	-11%	-5%
CCOC(=O)c1c(C)oc2ncnc(Nc3ccc(CC)cc3)c12	-1%	-1%
CS(=O)(=O)N1CCc2cc(C(=O)Nc3ccc(Cl)c(C(F)(F)F)c3)ccc21	-47%	-2%
CCn1c(=O)c2sccc2n2c(CCC(=O)N3CCN(c4ccc(C(C)=O)cc4)CC3)nnc12	0%	-7%
COc1ccc(OCC2c3cc(OC)c(OC)cc3CCN2C(=O)c2ccc(F)cc2)cc1 (configuration not stated)	0%	1%
CCOc1cc(C(=O)OCc2cc(=O)n3nc(CC)sc3n2)cc(OCC)c1OCC	2%	1%
O=C(COc1ccc(F)cc1)OCc1cc(=O)n2nc(C3CC3)sc2n1	7%	2%
Cc1ccc(NC(=O)NCCOCCn2c(=O)oc3ccccc32)c(C)c1	-26%	-6%
Cc1ccc(CCNC(=O)c2ccc3nc(N4CCC(C)CC4)sc3c2)cc1	37%	-14%
Cc1ccc(C)c(CN2C(=O)CSc3ccc(C(=O)NCCc4ccc(Cl)cc4)cc32)c1	15%	2%
CCc1nn2c(=O)cc(COC(=O)C(CC)c3ccccc3)nc2s1 (configuration not stated)	12%	5%
Cc1ccc(NC(=O)CCc2c(C)nc3c(-c4ccccc4)c(C)nn3c2C)c(C)c1	1%	3%
COc1ccc(NC(=O)CCc2c(C)nc3c(-c4ccc(F)cc4)c(C)nn3c2C)c(OC)c1	10%	-2%
COc1ccc2c(c1)c1c(c(=O)n(CCc3ccccc3)c(=O)n1Cc1cccc(F)c1)n2C	-7%	0%
Cc1cc(Nc2cccc(Cl)c2)nc2ccc(NC(=O)c3ccc(F)cc3Cl)cc12	-49%	2%
Cc1ccc(C)n1-c1nnc(N2CCCC(C(=O)Nc3ccc(C(C)C)cc3)C2)s1 (configuration not stated)	0%	3%
Cc1cn2c(=O)cc(COC(=O)COc3ccc(F)cc3)nc2s1	0%	-5%
COc1cccc(CNCCSc2nnnn2C)c1OCc1ccc(Cl)cc1	-45%	-1%
COc1ccccc1C(=O)OCc1cc(=O)n2nc(-c3cccs3)sc2n1	-17%	4%
Cc1ccc(C)c(NC(=O)Cn2c(=O)n(CC3CCCO3)c(=O)c3ccccc32)c1 (configuration not stated)	-13%	1%
CCC(=O)Nc1ccc2nc(SCCOc3ccc(C)cc3OC)sc2c1	-3%	?
O=C(Cn1c(=O)n(Cc2ccc(F)cc2)c(=O)c2sc3ccccc3c21)NCc1ccccc1Cl	8%	0%
Cc1ccc(C)c(-c2[nH]c3c(c2-c2c(-n4cccc4)n(C)c(=O)n(C)c2=O)c(=O)n(C)c(=O)n3C)c1	-6%	0%
O=C(Nc1cc(F)ccc1F)c1cnn2c(C(F)F)cc(-c3ccccc3)nc12	-6%	4%
CCC(C(=O)OCc1cc(=O)n2nc(C)sc2n1)c1ccccc1 (configuration not stated)	26%	-5%
Cc1ccc(CN(C(=O)c2ccc(C(C)(C)C)cc2)c2ccccn2)o1	0%	?
Cc1cc(C)cc(NC(=O)CN(c2cc(C(F)(F)F)ccc2Cl)S(=O)(=O)c2ccccc2)c1	0%	-1%
COc1ccccc1CN1CCNC(=O)C1=O	9%	-1%
COc1ccc(OC)c(CNc2ncc(-c3ccc(Cl)cc3)n2C)c1	11%	-2%
CCOC(=O)c1ccc(N2C(=O)c3n[nH]c(-c4ccco4)c3C2c2ccc(C(=O)OC)cc2)cc1 (configuration not stated)	-70%	2%
CCn1ccc2c(OCC(=O)Nc3ccccc3C(F)(F)F)cccc2c1=O	0%	3%
Cc1cccc(CNC(=O)CS(=O)(=O)c2cccc3nsnc23)c1	14%	-5%
CC1=C(C(=O)Nc2cccnc2)C(c2cccc(F)c2)n2nc(SCc3ccccc3F)nc2N1 (configuration not stated)	11%	-6%
CCCCCn1c(=O)[nH]c2cc(C(=O)Nc3cc(C)cc(C)c3)ccc2c1=O	-3%	3%
CC(C)NC(=O)C1CCN(c2nc3ccccc3nc2C(F)(F)F)CC1	10%	-6%
Cc1ccccc1C(c1c(C)n(C)n(-c2ccccc2)c1=O)c1c(C)n(C)n(-c2ccccc2)c1=O	-8%	-3%
Cc1ccc(NC(=O)CSc2nc3ccc(NC(=O)c4cccc(Cl)c4)cc3s2)c(C)c1	6%	3%
COc1cccc(C2C(C(=O)Nc3cccnc3)=C(C)Nc3nc(SCc4ccccc4)nn32)c1 (configuration not stated)	10%	0%
CC(=O)Nc1ccc(NC(=O)C2CCN(S(=O)(=O)c3ccc4c(c3)CCCC(=O)N4)CC2)cc1	8%	-1%
CC(=O)N1CCc2cc(Br)cc(S(=O)(=O)CCC(=O)N3CCN(c4cccc(C)c4C)CC3)c21	-22%	-15%
Cc1ccccc1-c1noc(-c2ccc(N3CCC(C)CC3)c([N+](=O)[O-])c2)n1	0%	?
COc1ccccc1N1CCN(C(=O)c2cnn(-c3ccc(F)cc3F)c2C2CCNCC2)CC1	11%	0%
Cc1ccc(CNC(=O)CSC2=Nc3ccccc3N=C(c3ccc(F)cc3)C2)cc1	11%	2%
CCOc1ccccc1CNC(=O)Nc1cn(CC(C)C)c(=O)c2ccccc12	8%	-9%
CC1=Nc2cc(C(=O)NCCc3ccccc3)ccc2Sc2c(C)ccc(C)c21	-63%	-3%
Cc1ccc(NC(=O)CCSc2nc(-c3ccc4c(c3)OCO4)cc(C(F)(F)F)n2)cc1	-20%	0%
CCOC(=O)c1c(Nc2ccc(C)cc2)nnc(-c2ccccc2)c1-c1ccccc1	-1%	-11%
CCOC(=O)c1ccc2nc(C)cc(Nc3ccc(OC(C)C)cc3)c2c1	-20%	4%
COc1ccc(Nc2cc(C)c3cc(NC(=O)Cc4c(F)cccc4Cl)ccc3n2)cc1	-44%	2%
Carrying on:
SMILES	BRCA1 expr up	FLuc modulator
COc1ccc(CCNC(=O)c2ccc3c(c2)N=C(C)c2cc(C)ccc2S3)cc1OC	-60%	-10%
COc1ccc(-c2cc(-c3ccccc3)nc(SCC(=O)Nc3ccccc3F)c2C#N)cc1	16%	-1%
COCCCn1c(=N)c(C(=O)NC2CCCC2)cc2c(=O)n3cc(C)ccc3nc21	9%	-4%
CSc1nn(CC(=O)Nc2cc(C)ccc2C)c(N)c1S(=O)(=O)c1ccccc1	-27%	-8%
CCN(Cc1ccccc1)C(=O)CN(c1ccc(OC)cc1)S(=O)(=O)c1c(C)nn(C)c1C	-8%	1%
COCCCNC(=O)Cn1c(=O)n(CCCC(=O)NCc2ccc(C)cc2)c(=O)c2ccccc21	8%	-2%
COc1ccc(Nc2c(-c3cccc(O)c3)nc3cnccn23)cc1	-5%	-10%
O=c1c2ccccc2n(Cc2cccc(Cl)c2)c(=O)n1CCc1ccccc1	-20%	-11%
CCCc1noc(-c2ccc(NCc3ccccc3OC)c([N+](=O)[O-])c2)n1	-3%	6%
Cc1ccc2c(c1)c1c(c(=O)n(-c3cccc(Cl)c3)c(=O)n1C)n2C	-17%	0%
COc1ccc(NC(=O)Cn2c(=O)n(Cc3ccc(C(=O)NCc4ccccc4Cl)cc3)c(=O)c3ccccc32)cc1	7%	-6%
COc1ccccc1N1CCN(C(=O)c2cc3ccc4ccc(C)[nH]c4c3n2)CC1	-21%	-14%
CCC(C)(C)NC(=O)C1CCN(S(=O)(=O)c2c(C)noc2/C=C/c2ccc(C)cc2)CC1	-35%	-1%
CCOc1ccc(NC(=O)NCCCN2CCN(c3ccc(OC)cc3)CC2)cc1	0%	3%
CCCN1CCN(CCCNC(=O)c2cc3c(Cl)nc4ccccc4c3s2)CC1	25%	6%
Cc1ccc(C)c(N2CCN(C(=O)CN3C(=O)COc4ccc(S(=O)(=O)N5CCOCC5)cc43)CC2)c1	1%	1%
Cc1ccccc1NS(=O)(=O)c1ccc(Br)s1	9%	-18%
CCc1ccc(C2c3c(n[nH]c3C)C(=O)N2c2ccc(C)cc2)cc1 (configuration not stated)	48%	?
CCOC(=O)c1ccccc1NC(=O)N(C)CCc1c(C)nn(CC)c1C	0%	-1%
CC(=O)c1ccc(NS(=O)(=O)c2ccc3c(c2)NC(=O)CCS3)cc1	6%	-14%

In a second layout: 14 of the compounds above
Results follow in this order: BRCA1 expr up | FLuc modulator
COc1ccc(CCNC(=O)c2ccc3c(c2)N=C(C)c2cc(C)ccc2S3)cc1OC
  -60% | -10%
COc1ccc(-c2cc(-c3ccccc3)nc(SCC(=O)Nc3ccccc3F)c2C#N)cc1
  16% | -1%
COCCCn1c(=N)c(C(=O)NC2CCCC2)cc2c(=O)n3cc(C)ccc3nc21
  9% | -4%
CSc1nn(CC(=O)Nc2cc(C)ccc2C)c(N)c1S(=O)(=O)c1ccccc1
  -27% | -8%
CCN(Cc1ccccc1)C(=O)CN(c1ccc(OC)cc1)S(=O)(=O)c1c(C)nn(C)c1C
  -8% | 1%
COCCCNC(=O)Cn1c(=O)n(CCCC(=O)NCc2ccc(C)cc2)c(=O)c2ccccc21
  8% | -2%
COc1ccc(Nc2c(-c3cccc(O)c3)nc3cnccn23)cc1
  -5% | -10%
O=c1c2ccccc2n(Cc2cccc(Cl)c2)c(=O)n1CCc1ccccc1
  -20% | -11%
CCCc1noc(-c2ccc(NCc3ccccc3OC)c([N+](=O)[O-])c2)n1
  -3% | 6%
Cc1ccc2c(c1)c1c(c(=O)n(-c3cccc(Cl)c3)c(=O)n1C)n2C
  -17% | 0%
COc1ccc(NC(=O)Cn2c(=O)n(Cc3ccc(C(=O)NCc4ccccc4Cl)cc3)c(=O)c3ccccc32)cc1
  7% | -6%
COc1ccccc1N1CCN(C(=O)c2cc3ccc4ccc(C)[nH]c4c3n2)CC1
  -21% | -14%
CCC(C)(C)NC(=O)C1CCN(S(=O)(=O)c2c(C)noc2/C=C/c2ccc(C)cc2)CC1
  -35% | -1%
CCOc1ccc(NC(=O)NCCCN2CCN(c3ccc(OC)cc3)CC2)cc1
  0% | 3%

(continued)
SMILES	BRCA1 expr up	FLuc modulator
Cc1ccc(N2CCN(C(=O)c3c(C)oc4ncnc(N5CCCCC5)c34)CC2)c(C)c1	-2%	-10%
COc1ccc(NCc2cc3cc4c(cc3n(CC(=O)Nc3cc(C)cc(C)c3)c2=O)OCO4)cc1	-9%	0%
COc1ccc(CCNC(=O)c2c(C)oc3ncn(CC(C)C)c(=O)c23)cc1OC	-3%	-7%
Cc1nn(-c2ccccc2)c2c1N(CCCC(=O)NCc1ccccc1)C(=O)CS2	-45%	-12%
CC(=O)OCc1cc(=O)n2nc(C3CCCCC3)sc2n1	6%	-4%
CCc1ccc2oc(-c3cc(NC(=O)c4cc([N+](=O)[O-])ccc4N4CCOCC4)ccc3Cl)nc2c1	10%	?
Cc1cccc(C(=O)Nc2c(-c3ccccc3)nc3cc(C)ccn23)c1	24%	-16%
O=C(Cn1c(=O)n(Cc2ccco2)c(=O)c2sc3ccccc3c21)Nc1ccc(F)cc1F	9%	5%
Cc1cc(C)cc(NC(=O)N2CCN3CCCCC3C2)c1 (configuration not stated)	8%	-3%
CCc1ccccc1NC(=O)COC(=O)c1cn(CC)c2nc(C)ccc2c1=O	4%	-9%
Cc1ccc(-n2c(C)nc3c(cnn3-c3ccccc3)c2=O)cc1	3%	0%
Cc1nc2ccccc2c(=O)n1-c1ccc(NC(=O)C(F)(F)F)cc1	0%	-4%
Cc1ccccc1CNC(=O)C1CCCN(c2nnc(-n3c(C)ccc3C)s2)C1 (configuration not stated)	19%	-10%

An excerpt; the hit share may differ from the screen's.
